Bioassay records as filed in PubChem BioAssay.
Pin1 inhibitor = blocks the human prolyl isomerase Pin1 | Q13526 | Pin1 FP peptide displacement, HiFluor488, 10 min | Potency, µM (highest dose often 115 µM), inactives show top-dose activity, negative = inhibition, most hits filed as inhibitors | 0.009% of 390,000 active; active means well fitted inhibition curve with a large enough effect in the polarisation, with a control signal flat, not every such curve was filed as active; inconclusive means small, poorly fitted or top-dose-only effect, or effect the other way, or a change in a side signal; inactive means no such curve, though single readings can be large or run the other way; the % refers to the polarisation; further: potency means the concentration at half of the fitted maximal effect; on the % scale 0 is the no-effect control and ±100 the full control effect
Tb PGK inh = T. brucei PGK inhibition; AID 602233; P07378; 0.043% of 380,000 active; PGK/GAPDH coupled, Kinase-Glo luminescence, 60 min; Potency, µM (titrated, usually from 57.5 µM), without a hit: at the top dose activity change, negative = inhibition, usual class: inhibitors; further: potency means the concentration at half of the fitted maximal effect; on the % scale 0 is the no-effect control and ±100 the full control effect; nearly all actives have a fitted effect of over 60% in size
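Luminescent ATP detection (Kinase-Glo Plus) follows a 60-minute room-temperature incubation, with wells lacking PGK as controls. Buffer: 100 mM TEA (pH 7.6), 5 mM MgCl2, 0.01% Tween-20. Coupling enzyme GAPDH (100 nM final) supplies unstable 1,3-BPG in-well.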
GLS inh = blocks human kidney-isoform glutaminase activity. Potency, µM (highest dose often 45.5 µM), without a hit: at the highest dose activity change, negative = inhibition, usual class: inhibitors. O94925. GLS enzymatic activity, qHTS titration. 0.21% of 410,000 active. AID 624170; further: potency means the concentration at half of the fitted maximal effect; on the % scale 0 is the no-effect control and ±100 the full control effect
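hKGA in 45 mM KH2PO4 (pH 8.2), 0.02% Tween-20 with compound, then 1mM L-Glutamine (stock as added) plus glutamate oxidase/HRP/Amplex red coupling mix. Fluorescence read initially and after 30 min at RT; signal change reflects glutamate formation.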
ERG-DNA inh = inhibitors of human ERG Ets domain-DNA interaction | fluorescence polarization, His-ERG Ets domain / labelled DNA | Potency, µM (series often up to 76.9 µM), for inactives: at the highest dose FP activity, negative = inhibition, most hits filed as inhibitors | 0.028% of 370,000 active | AID 624246; active means well fitted inhibition curve with a large enough effect in the polarisation, with a control signal flat; inconclusive means small, poorly fitted or top-dose-only effect, or effect the other way, or a change in a side signal; inactive means no such curve, though single readings can be large or run the other way; the % refers to the polarisation;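 further: polarization taken with two DNA probes labelled with fluorescein and Texas red; potency means the concentration at half of the fitted maximal effect; % of control where 0% means no effect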
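His-tagged ERG Ets domain (1 uM in the protein solution; 300mM KCl, 50mM Tris-HCl, 1mM EDTA, 1mM DTT, pH 7.5) received compound, then a probe mix of 5 nM fluorescein-DNA and 100nM Texas-615-DNA. Fluorescence polarization was read for both dyes.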
BAZ2B block = inhibitors of human BAZ2B bromodomain; 4.4% of 360,000 active; Potency, µM (highest dose often 114 µM), for the others: at the top dose activity change, negative = inhibition, usual class: inhibitors; AlphaScreen BAZ2B-H3K14Ac peptide displacement; Q9UIF8; further: potency means the concentration at half of the fitted maximal effect; on the % scale 0 is the no-effect control and ±100 the full control effect; nearly all actives have a fitted effect of over 60% in size
Target sequence (Q9UIF8 whole entry, looked up): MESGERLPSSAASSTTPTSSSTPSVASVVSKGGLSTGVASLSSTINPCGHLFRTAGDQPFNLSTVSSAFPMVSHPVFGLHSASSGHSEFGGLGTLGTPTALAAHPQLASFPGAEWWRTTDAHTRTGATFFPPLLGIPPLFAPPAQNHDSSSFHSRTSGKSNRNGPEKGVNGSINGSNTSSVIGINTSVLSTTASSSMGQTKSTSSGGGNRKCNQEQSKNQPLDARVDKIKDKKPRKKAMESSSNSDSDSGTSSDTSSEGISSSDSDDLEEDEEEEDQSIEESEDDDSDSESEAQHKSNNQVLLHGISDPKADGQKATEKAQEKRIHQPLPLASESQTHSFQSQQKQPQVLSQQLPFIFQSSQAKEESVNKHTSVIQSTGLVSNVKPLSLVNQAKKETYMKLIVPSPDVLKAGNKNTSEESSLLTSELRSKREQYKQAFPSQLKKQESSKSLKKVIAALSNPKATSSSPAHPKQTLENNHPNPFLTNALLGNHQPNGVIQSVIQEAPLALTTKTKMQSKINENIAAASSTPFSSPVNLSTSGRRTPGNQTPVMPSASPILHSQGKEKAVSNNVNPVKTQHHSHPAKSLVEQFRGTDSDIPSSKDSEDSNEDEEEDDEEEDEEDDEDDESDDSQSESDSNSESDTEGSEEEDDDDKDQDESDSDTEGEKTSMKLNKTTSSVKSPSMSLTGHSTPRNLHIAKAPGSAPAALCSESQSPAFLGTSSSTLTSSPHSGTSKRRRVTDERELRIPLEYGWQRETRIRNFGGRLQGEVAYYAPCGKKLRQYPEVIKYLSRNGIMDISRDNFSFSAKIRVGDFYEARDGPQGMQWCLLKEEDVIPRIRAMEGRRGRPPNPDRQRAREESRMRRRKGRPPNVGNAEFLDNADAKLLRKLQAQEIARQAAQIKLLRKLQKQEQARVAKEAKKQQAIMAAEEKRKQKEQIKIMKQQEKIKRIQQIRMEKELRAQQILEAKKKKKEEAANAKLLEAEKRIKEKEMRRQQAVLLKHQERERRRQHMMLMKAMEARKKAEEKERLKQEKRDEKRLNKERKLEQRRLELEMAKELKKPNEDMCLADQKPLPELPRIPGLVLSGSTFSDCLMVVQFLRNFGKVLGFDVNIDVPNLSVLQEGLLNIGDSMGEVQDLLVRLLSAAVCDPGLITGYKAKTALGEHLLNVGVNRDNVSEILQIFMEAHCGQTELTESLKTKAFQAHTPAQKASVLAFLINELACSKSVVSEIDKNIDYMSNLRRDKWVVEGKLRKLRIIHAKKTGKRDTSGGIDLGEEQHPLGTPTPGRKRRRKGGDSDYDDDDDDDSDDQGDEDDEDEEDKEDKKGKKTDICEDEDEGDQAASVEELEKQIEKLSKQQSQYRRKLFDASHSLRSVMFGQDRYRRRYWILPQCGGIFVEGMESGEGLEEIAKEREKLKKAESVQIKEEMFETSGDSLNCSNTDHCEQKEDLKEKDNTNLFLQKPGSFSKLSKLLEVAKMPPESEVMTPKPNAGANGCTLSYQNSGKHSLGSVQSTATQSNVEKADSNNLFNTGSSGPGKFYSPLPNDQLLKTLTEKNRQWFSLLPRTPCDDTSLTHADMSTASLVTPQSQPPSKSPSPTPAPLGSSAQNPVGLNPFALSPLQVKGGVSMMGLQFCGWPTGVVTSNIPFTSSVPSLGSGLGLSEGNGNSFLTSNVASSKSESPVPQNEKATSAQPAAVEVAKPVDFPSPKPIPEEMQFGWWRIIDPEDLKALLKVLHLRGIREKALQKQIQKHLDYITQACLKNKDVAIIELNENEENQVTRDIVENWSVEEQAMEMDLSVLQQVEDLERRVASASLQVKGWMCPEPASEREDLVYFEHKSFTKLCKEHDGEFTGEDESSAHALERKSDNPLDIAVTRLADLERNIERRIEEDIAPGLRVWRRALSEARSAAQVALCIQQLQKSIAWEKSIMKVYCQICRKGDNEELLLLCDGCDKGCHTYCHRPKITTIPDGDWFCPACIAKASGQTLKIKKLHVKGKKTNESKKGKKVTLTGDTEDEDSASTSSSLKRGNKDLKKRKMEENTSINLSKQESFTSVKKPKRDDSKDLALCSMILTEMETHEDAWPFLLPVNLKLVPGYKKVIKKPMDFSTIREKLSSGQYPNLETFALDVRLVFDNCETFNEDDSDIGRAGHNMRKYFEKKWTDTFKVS
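AlphaScreen displacement of biotin-H3(5-23)K14Ac peptide (50 nM final) from BAZ2B (50 nM final) in PBS pH 7.4, 0.01% Tween-20; complex preformed 30 min RT, then compounds (top 110 uM) 30 min RT, beads 20 min dark.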
HP1b chromo inh = inhibitors of HP1-beta chromodomain binding to methylated histone tails | AlphaScreen HP1-beta / biotin-H3K9me3 peptide binding | Potency, µM (titrated, usually from 114 µM), for the others: top-dose activity change, negative = inhibition, usual class: inhibitors | 0.56% of 390,000 active | AID 540317; further: potency means the concentration at half of the fitted maximal effect; nearly all actives have a fitted effect of over 70% in size; inactives centre near 23
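HP1-beta protein (50 nM final) preincubated 30 min at room temperature with biotinylated H3(1-18)K9me3 peptide (50 nM) in PBS pH 7.4, 0.01% Tween-20, then compound added for 30 min. AlphaScreen streptavidin donor/nickel chelate acceptor beads (10 ug/mL final), 30 min dark, luminescence read.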
G9a block = inhibitors of human histone lysine methyltransferase G9a | Q96KQ7 | G9a H3K9 monomethylation, AlphaScreen, 2 h | Potency, µM (doses to about 102 µM), for the others: top-dose activity, negative = inhibition, hits mostly inhibitors | 8.8% of 350,000 active | AID 504332; further: potency means the concentration at half of the fitted maximal effect; on the % scale 0 is the no-effect control and ±100 the full control effect; nearly all actives have a fitted effect of over 75% in size
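Methyltransferase reactions run at room temperature for 2 h (20 nM enzyme, 500 nM biotin-H3K9 peptide, 20 uM SAM) after a 15 min compound preincubation; product detected by AlphaScreen beads and anti-H3K9me1 antibody.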
PI4K2A inh = inhibitors of human PI4K2A | purified PI4K2A, ADP-Glo luminescence, 1 h; active compounds read low | Q9BTU6 | activity change, negative = inhibition, % at 76.9 µM | 0.13% of 420,000 active; in the data active means activity change below about -50%; inconclusive means mostly about -30% to -49%;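 further: -100% = wells without enzyme as full effect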
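In this quantitative HTS, ADP production by PI4K2A was quantified luminescently after 1 h at ambient temperature; 100 microM adenosine served as plate-quality control.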
JMJD2A Tudor = inhibitors of human JMJD2A Tudor domain; O75164; AlphaScreen JMJD2A-Tudor / H3K4me3 peptide binding; Potency, µM (doses to about 114 µM), for inactives: top-dose activity change, negative = inhibition, actives largely listed as inhibitors; 4.4% of 390,000 active; AID 504339; further: potency means the concentration at half of the fitted maximal effect; on the % scale 0 is the no-effect control and ±100 the full control effect; nearly all actives have a fitted effect of over 50% in size
* = called active by the depositor; i = inactive; ? = inconclusive; . = no result given; & = joins results of further samples; [ ] = remark or other dose. Unless noted, the call rests on the fitted dose curve; in most records, active means well fitted curve in the direction sought with a large enough effect; inconclusive means small, poorly fitted or top-dose-only effect, or another doubt; inactive means no such curve, though single readings can be large; an effect the other way counts as inactive or inconclusive.

no.	SMILES	Pin1 inhibitor	Tb PGK inh	GLS inh	ERG-DNA inh	BAZ2B block	HP1b chromo inh	G9a block	PI4K2A inh	JMJD2A Tudor
1	CCNS(=O)(=O)c1ccc(C(=O)OCc2cc(=O)oc3cc(OC)ccc23)cc1	31%[activator]	-9%	22%	-16%	-14%	-6%	?	-1	-20%
2	CN(C)c1ccc(P(=O)(OC2CCCCC2)C(O)c2ccncc2)cc1 (stereo unspecified)	-4%	9%	2%	-1%	-7%	22%	.	2	8%[57.1 µM]
3	O=C(C1CCCN(S(=O)(=O)c2cccc3nsnc23)C1)N1CCN(c2ccccc2Cl)CC1 (stereo unspecified)	?	i	4%	1%	.	21%	-31%[59 µM]	1	-33%
4	CCOc1cc(/C=N\NC(=O)c2c(C)nc3ccccn23)ccc1O	-8%	0%	?	1%	6%	21%	23%[0.501 µM]	-1	-18%
5	CCOC(=O)c1ccc(NC(=O)CNC(=O)C23CC4CC(CC(C4)C2)C3)cc1	12%	-4%	4%	-4%	-3%	13%	-3%[59 µM]	4	-6%
6	CCCNc1cc(C)oc(=O)c1C(=O)CCC	4%	-4%	3%	.	-20%	33%	23%	0	-8%
7	C/C(=N/NC(=O)c1ccccc1O)c1ccc(N2C(=O)C3CCCCC3C2=O)cc1 (stereo unspecified)	0%	-15%	-6%	-11%	-7%	31%	-1%[59 µM]	1	-3%
8	CC(C)[C@H](NC(=O)c1ccco1)C(=O)OCC(=O)Nc1cccc(F)c1	2%	-3%	14%	-3%	.	33%	0%	-4	5%
9	COc1cccc(-c2nn(C)c3sc(C(=O)NCc4ccc(C)o4)cc23)c1	?	i	11%	2%	?	-34%	?	-5	50µM*
10	COc1ccccc1NC(=O)c1ccc(NC(=O)COC(=O)C2(C)CC2(Cl)Cl)cc1 (stereo unspecified)	8%	10%	8%	-3%	-7%	3%	-4%[59 µM]	-3	79µM*
11	O=C(CS(=O)(=O)c1cccc2nsnc12)Nc1ccc(F)cc1	0%	-5%	-20%	-2%	-4%	8%[57 µM]	11%[59 µM]	-10	-18%
12	CCOC(=O)C1=C(O)/C(=C\c2sccc2C)N=C1C	-2%	i	-1%	-7%	0%	24%	-10%[59 µM]	-2	-12%
13	CNC(=O)N(O)C1N(NC(=O)Nc2ccccc2)C(=S)SC1(C)C (stereo unspecified)	-2%	i	-20%	-5%	.	15%	.	5	?
14	O=C1CC2CC1C(C(=O)O)C2C(=O)O (stereo unspecified)	2%	-10%	-16%	-18%	.	20%	.	4	-17%
15	COc1cc2ncc3c(-c4ccccc4)nn(-c4ccc(C)cc4)c3c2cc1OC	-2%	7%	3%	0%	-32%	1%	5%[12.7 µM]	2	-30%
16	COC(=O)c1cnc(Nc2cc(C)ccc2OC)c2ccccc12	0%	-7%	7%	3%	32%[activator]	165%[activator]	35%[0.501 µM]	-2	62%[activator]
17	Fc1cccc(-c2cc3nc4c(c(N5CCC6(CC5)OCCO6)n3n2)CCCC4)c1	-3%	-4%	14%	.	4%	64%[activator]	-2%[12.7 µM]	1	4%
18	CCCCC(=O)Nc1cccc(-c2cn3ccsc3n2)c1	0%	-4%	7%	4%	-24%	18%	?	3	-14%
19	N#CC1=C(Nc2ccc(Br)cc2)CCC1	?	i	7%	-4%	-6%	14%	?	-2	?
20	COc1ccc(CCNC(=O)C2CCC(CNS(=O)(=O)c3ccc(C)cc3)CC2)cc1OC (stereo unspecified)	0%	i	-7%	1%	1%	-3%	-4%[59 µM]	1	-35%
21	Cc1cc(O)c(C=Nc2ccc(N3CCOCC3)cc2)c(C)c1Cl	-10%	i	13%	8%	?	0%	8.9µM*	-2	-16%
22	CCOC(=O)c1c(C)[nH]c(C(=O)OCc2ccc(F)cc2)c1C	-1%	i	1%	3%	-6%	22%	5%[0.501 µM]	-3	-20%
23	COc1cc(/C=C2\C(=O)ON=C2c2ccccc2)cc(Cl)c1O	8%	-13%	?	115%[activator]	45µM*	45µM*	35µM*	-16	22µM*
24	Cc1cc2ncn(S(=O)(=O)N3CCOCC3)c2cc1C	2%	1%	-1%	-4%	46%[activator]	11%	?	4	-3%
25	Clc1ccc(Cc2noc(Cc3ccccc3)n2)cc1Cl	5%	i	-6%	2%	181%[activator]	190%[activator]	82%[activator][59 µM]	3	153%[activator]
26	O=C1C(C2=NC(C(=O)O)C3C(=O)N(c4ccc(Cl)cc4)C(=O)C23)=C(O)c2ccccc21 (stereo unspecified)	0%	-5%	8%	2%	6%	30%	.	2	?
27	O=C(O)CCC(=O)N1N=C(c2cccs2)CC1c1ccc(Br)cc1 (stereo unspecified)	-5%	.	13%	-11%	-18%	20%	-15%[2.33 µM]	1	-13%
28	CCCc1cc(=O)[nH]c(SCC(=O)N2CCCC2=O)n1	2%	3%	3%	3%	-5%	30%	0%	2	-4%
29	CCCOc1ccc(Cl)cc1CN1CCOCC1	-9%	10%	10%	-7%	2%	33%	-17%[59 µM]	1	?
30	Cc1nn(-c2ccccc2)c(C)c1C(=O)NNC(=O)C(F)(F)F	-5%	i	46%[activator]	-2%	0%	32%	-15%	-4	7%
31	CC1(C)CC(=O)C/C(=N\NC(=O)c2cccs2)C1	?	i	1%	1%	4%	?	-6%	2	?
32	CSc1nc(C)cc(NC(N)=O)n1	4%	-8%	6%	-5%	-3%	25%	-18%[12.7 µM]	-5	-10%
33	Cc1ccc(N2C(=O)CC(N(CCc3ccccc3)C(=S)Nc3ccc(N(C)C)cc3)C2=O)cc1 (stereo unspecified)	-1%	-11%	-14%	-4%	?	27%	.	4	0%
34	CCOC(=O)C1(Cc2ccccc2)CCCN(CCCn2cccn2)C1 (stereo unspecified)	11%	-10%	-5%	15%	4%	36%	-4%	3	7%
35	COc1ccccc1C(=O)Nc1nc2nc(-c3ccccc3)cc(=O)n2[nH]1	-10%&2%	-7%&-3%	?	-4%&4%	-6%&-6%	20%&15%	-38%[59 µM]	-1&7	1%
36	CCOC(=O)c1cc(-c2ccccc2)n(CCCC(=O)Nc2cc(C)ccc2OC)c1C	10%	i	-3%	-8%	-18%	-10%	-39%[59 µM]	-4	?
37	Cc1sc2nc(C(C)C)nc(SCC(=O)N3c4ccccc4CC3C)c2c1C (stereo unspecified)	11%	-1%	3%	5%	7%	57%[activator]	11%[59 µM]	0	11%
38	COc1ccc(Nc2nc3ccc(Cl)cc3nc2-n2nc(C)cc2C)cc1	12%	1%	3%	0%	20%	31%[activator]	4%[59 µM]	-4	17%
39	Cc1cc(/C=C(/C#N)c2nc3ccccc3[nH]2)c(C)n1-c1cccc([N+](=O)[O-])c1	0%	5%	-4%	-1%	?	-19%	11µM*	2	89µM*
40	O=C(NC1CC1)c1ccc(S(=O)(=O)NC2CCCCCC2)cc1	1%	0%	3%	-4%	7%	10%	20%[59 µM]	0	-7%
41	Cc1c(C(=O)N2CCN(C(c3ccccc3)c3ccccc3)CC2)oc2ccccc12	2%	-9%	0%	4%	-5%	18%	16%[12.7 µM]	3	-16%
42	Cc1ccc(C(=O)NCCc2nc3ccccc3[nH]2)cc1[N+](=O)[O-]	-5%	i	3%	8%	1%	12%	0%	-3	-20%
43	CCCCN(C(=O)CSCc1ccc(C)cc1)c1c(N)n(Cc2ccccc2)c(=O)[nH]c1=O	26%	-17%	-5%	18%	.	36%[activator]	.	-7	-16%
44	CC(C)(C)c1cc(=O)n(-c2ccccc2)[nH]1	?	-25%	4%	-4%	?	24%	45µM*	-54*	-11%
45	[O-]/[N+](=C\c1ccncc1)c1ccccc1	-9%	-9%	17%	6%	0%	40%[activator]	?	2	-9%
46	COc1ccc2oc(CS(=O)c3ccccc3)c(C(=O)O)c2c1 (stereo unspecified)	-2%	i	2%	18%	5%	18%	25%	1	-18%
47	Cc1ccc(-n2c3c(cc(C(=O)Nc4ccccc4C(N)=O)c2=O)C(=O)CC(C)(C)C3)cc1	-2%	9%	2%	4%	5%	36%	-6%[59 µM]	9	5%
48	O=c1c2[nH]cnc2n(-c2cccc(F)c2)c(=O)n1Cc1ccccc1	0%	i	2%	-12%	-16%	52%[activator]	13%	-4	-4%
49	CCN(CC)C(=O)CSc1ncnc2sc(C)c(C)c12	-4%	3%	-3%	3%	2%	24%	.	-2	-3%[57.1 µM]
50	O=C(CSc1nnc(Cc2cccs2)n1C1CC1)NC1CCS(=O)(=O)C1 (stereo unspecified)	3%	-3%	-5%	21%	10%	69%[activator]	0%[2.33 µM]	-5	-22%
